Screening results: PubChem BioAssay, NCI
All columns: NCI-60 one-dose screen, growth in % after 48 h at 10 µM unless noted; 100 = growth as untreated, 0 = no growth, -100 = all killed.
KM12 – KM12 colon cancer cells; actives 5% (n = 82,000)
HCT-116 – HCT-116 colon cancer | AID 1794798 | actives 7.3% (n = 82,000)
COLO 205 – COLO 205 colon cancer | AID 1794742 | actives 7.3% (n = 79,000)
NCI-H322M – NCI-H322M lung cancer; actives 2.7% (n = 80,000); AID 1794733
HCC-2998 – HCC-2998 colon cancer | actives 4.7% (n = 79,000)
HT29 – HT29 colon cancer | actives 7.4% (n = 81,000)
HCT-15 – HCT-15 colon cancer. actives 5.2% (n = 82,000). AID 1794746
SW-620 – SW-620 colon cancer | actives 5.2% (n = 82,000) | AID 1794795
SNB-75 – SNB-75 CNS cancer. actives 5% (n = 79,000). AID 1794750
Active calls of the source: *; . = not tested or not shown; & = joins results of further samples. How the source made its calls: active means growth percent below 10; inactive means the rest.

SMILES	KM12	HCT-116	COLO 205	NCI-H322M	HCC-2998	HT29	HCT-15	SW-620	SNB-75
O=C(COc1ccc(Cl)cc1)Nc1ccc(-c2nc3ccccc3s2)c(Cl)c1	121	90	119	118	99	100	102	110	91
CCCCCCCCc1ccccc1	101	106	99	97	108	97	105	96	79
O=C(C=P(c1ccccc1)(c1ccccc1)c1ccccc1)c1ccc(Br)cc1	83	68	96	79	.	79	95	81	91
Nc1c(C(=O)O)nnn1Cc1ccccc1	101	97	93	94	96	106	102	95	86
CCOC(=O)c1nc2c(C#N)cccn2c1C(=O)c1ccc(Br)cc1	102	100	99	102	108	74	95	100	90
Cc1ccc(C(=O)C(Br)C(Br)c2ccccc2)cc1 (configuration not stated)	99	-66*	53	95	116	101	80	28	83
CCOC(=O)C(CC)(CC(C)c1ccccc1)C(=O)OCC (configuration not stated)	109	103	108	107	108	106	99	101	81
NS(=O)(=O)c1ccc(CCn2c(SCC(=O)N/N=C/c3ccccc3F)nc3ccccc3c2=O)cc1	92	77	102	108	114	84	89	97	86
CC(=O)Nc1ccc(S(=O)(=O)N/N=C(\C)CCC(=O)O)cc1	99	89	106	90	108	89	107	106	94
O=C(CCl)Nc1ccc(NC(=O)c2cc(Cl)ccc2O)c(Cl)c1	76	39	95	96	105	65	26	35	77
O=C(Nc1ccc(Nc2ccncc2)cc1)c1ccc(N2C(=O)c3ccccc3C2=O)cc1[N+](=O)[O-]	105	102	102	98	113	105	98	106	74
O=C(O)c1ccc2c3c(cccc13)CC2	107	101	117	101	96	111	95	107	95
COc1cccc(NCc2nnc(Nc3ccc(Cl)cc3)c3ccccc23)c1	-25*	-44*	-22*	3.3*	2.8*	-21*	-18*	12	-6.1*
CCN(CC)Cc1nc2ccccc2c(=O)n1/N=C/c1ccc(OC)cc1	103	107	107	104	118	108	104	102	85
Cc1ccc(C(=O)c2ccccc2)c(C)c1	107	95	109	105	.	101	105	99	84
COc1cc(NC(=O)[C@@H]2CCC(=O)N2)cc(OC)c1	99	97	103	95	109	83	93	98	79
COc1ccc(C2c3ccccc3NC(=O)N2C2CCN(C)CC2)c(OC)c1 (configuration not stated)	100	107	106	96	105	100	96	101	73
Cc1ccc(S(=O)(=O)NCCCNC(=O)OCc2ccccc2)cc1	108	105	121	123	101	.	98	111	111
Nc1cccc2cc(S(=O)(=O)O)ccc12	92	102	105	103	99	112	118	119	85
CNC(=O)c1cc(N2CCc3cc(NC(=O)Nc4ccc(F)c(C(F)(F)F)c4)ccc32)ccn1	24	42	66	86	67	72	36	94	95
COc1ccc2[nH]cc(-c3nnc(N)nc3-c3c[nH]c4ncccc34)c2c1	106	89	117	86	105	104	101	92	84
COc1ccc(O)c(N=Nc2nccs2)c1	73	65	95	91	89	80	67	62	91
O=C1/C(=C\c2ccccc2Cl)N=C(c2cnccn2)N1c1cccc2cccnc12	103	87	106	102	102	110	104	88	81
COc1ccc2c(c1)NC(=O)Cn1c(=O)cc(C)n1-2	104	103	111	.	95	90	104	102	104
O=C(Nc1ccc(Cl)c(Cl)c1)C1C(=O)C(=O)N(c2ccc(Cl)c(Cl)c2)C1=O (configuration not stated)	82	96	113	84	104	104	94	96	92
CC(C)[C@@H]1CC[C@@H]2[C@@H]1[C@H](OC(=O)/C=C/c1ccccc1)[C@]1(C(C)C)C[C@@H](OC(=O)CO)[C@@]2(C)O1	83	65	85	105	80	75	78	99	38
CCCCCCCC(=O)SCC/C=C/[C@@H]1CC(=O)NCc2cc(ccn2)C2=N[C@@](C)(CS2)C(=O)N[C@@H](C(C)C)C(=O)O1	-3.5*	-17*	-56*	-17*	-68*	1.7*	1.6*	-1.7*	32
COc1cc(C(CC(=O)c2ccccc2)CC(=O)c2ccccc2)ccc1O	94	98	109	100	107	106	100	99	85
O=c1[nH][nH]c(Nc2ccccc2)c1N=Nc1ccc(F)cc1	55	87	107	83	93	107	70	109	59
CCOC(=O)c1sc(NC(=O)COc2ccc(/C=C3\CCc4cc(OC)ccc4C3=O)cc2)nc1C	.	105	137	97	104	86	102	100	105
Cc1cc(=O)c(C(=O)N[C@@H](C(=O)N[C@@H]2C(=O)N3C(C(=O)O)=C(CSc4nnnn4C)CSC23)c2ccc(O)cc2)c[nH]1 (some centres not stated)	103	101	114	.	112	97	99	105	74
CN1CCN(C(=O)c2c3c(n4ccccc24)C(=O)c2ncccc2C3=O)CC1	65	44	78	47	71	93	46	38	40
CCCCCCC(=O)NCc1ccc(O)c(OC)c1	112	110	113	117	97	106	116	113	115
O=C1C2Cc3ccccc3C(=O)N2C(=S)N1c1ccccc1 (configuration not stated)	106	100	115	98	114	113	113	101	102
COc1ccc2c(c1)C(C)CC(C)(C)N2C(=O)CSc1ccc(-c2nc3cc(C)c(C)cc3[nH]2)cn1 (configuration not stated)	96	61	106	100	100	73	66	112	.
O=C(CN1CCNCC1)NNc1ncnc2ccccc12	99	103	116	106	109	108	102	104	83

Structural class: the entries above with a Cl atom.
SMILES	KM12	HCT-116	COLO 205	NCI-H322M	HCC-2998	HT29	HCT-15	SW-620	SNB-75
O=C(COc1ccc(Cl)cc1)Nc1ccc(-c2nc3ccccc3s2)c(Cl)c1	121	90	119	118	99	100	102	110	91
O=C(CCl)Nc1ccc(NC(=O)c2cc(Cl)ccc2O)c(Cl)c1	76	39	95	96	105	65	26	35	77
COc1cccc(NCc2nnc(Nc3ccc(Cl)cc3)c3ccccc23)c1	-25*	-44*	-22*	3.3*	2.8*	-21*	-18*	12	-6.1*
O=C1/C(=C\c2ccccc2Cl)N=C(c2cnccn2)N1c1cccc2cccnc12	103	87	106	102	102	110	104	88	81
O=C(Nc1ccc(Cl)c(Cl)c1)C1C(=O)C(=O)N(c2ccc(Cl)c(Cl)c2)C1=O (configuration not stated)	82	96	113	84	104	104	94	96	92

(next part)
SMILES	KM12	HCT-116	COLO 205	NCI-H322M	HCC-2998	HT29	HCT-15	SW-620	SNB-75
Nc1nc(N)c2ccccc2n1	100	90	98	100	109	100	97	99	102
CCCS(=O)(=O)Oc1ccc(-c2ccc3sccc3c2)cc1	105	102	118	.	104	102	88	111	124
COc1ccc2[nH]c(=O)c(CSc3nccc(-c4ccc(OC)c(OC)c4)n3)cc2c1	32	8.2*	37	41	26	16	16	45	.
OC(CN1CCCCC1)c1ccccc1 (configuration not stated)	109	99	104	114	104	97	96	95	102
O=C1c2cc(S(=O)(=O)O)ccc2C(=O)c2c1cccc2[N+](=O)[O-]	104	106	108	111	110	104	110	110	110
COc1cccc(C2C3=C(COC3=O)N(CCO)c3cc4c(cc32)OCCO4)c1 (configuration not stated)	-12*	3.5*	-68*	39	4.5*	-31*	2.9*	18	-14*
CC1Cc2c(Cl)ncnc2N(C)c2ccc(O)cc21 (configuration not stated)	10	66	92	44	59	75	67	38	85
COc1ccc(S(=O)(=O)N2CCCCC2)cc1NC(=O)c1[nH]c(C)c2c1CCCCC2=O	25	18	23	32	16	11	5.2*	54	5.3*
Cc1cccc2c(=O)n(C(=O)c3ccccc3)c(N)nc12	92	98	99	106	100	112	80	93	82
O=S1(=O)CC(Br)C(Br)C1 (configuration not stated)	116&105	67&18	58&41	108&104	117&102	79&28	61&49	30&32	89&100
O=C(/C=C/Nc1nccs1)c1ccc(N=Cc2c(O)[nH]c3ccccc23)cc1	41	78	98	100	109	92	88	102	108
O=Cc1ncc(CO)s1	98	94	103	110	100	101	105	105	87
CCCNC(=O)Oc1ccc(/C(=C(/C)Cc2ccc(OC)cc2)c2ccc(OCCN3CCCCCC3)cc2)cc1	103	86	98	94	100	51	73	95	75
Nc1ccc(S(=O)(=O)c2ccc(N3CCOCC3)c(N)c2)cc1	103	101	124	92	106	106	104	99	94
CC(C)CCOCCOCCCN1C(=O)C2C3C=CC(C3)C2C1=O (configuration not stated)	98	103	115	89	107	104	110	101	83
COc1ccc(C2=NNC(c3cc(Cc4ccc(O)c(C5CC(c6ccc(OC)cc6)=NN5)c4)ccc3O)C2)cc1 (configuration not stated)	55	28	.	32	56	92	43	30	47
NC(=S)N/N=C/c1cc(-c2cccc(N)c2)ccn1	30	28	26	8.2*	.	35	24	36	35
COc1ccc(-n2c(=O)c3ccccc3n(Cc3ccc(C(=O)NO)cc3)c2=O)cc1	-33*	-20*	-50*	38	34	30	61	-27*	11
C=C1CCC2C(C)(CO)C(O)CCC2(C)C1C/C=C1/C(=O)OCC1Oc1ccccc1OC (configuration not stated)	94	77	106	100	121	52	49	22	.
C(=N\Nc1ncc(-c2cc3cc4c(cc3o2)OCO4)s1)/c1c[nH]c2ccccc12	-30*	-1.2*	-29*	27	-3.4*	23	6.6*	-34*	-0.3*
CC1(O)c2ccccc2N2C(=O)NC(=O)C23OC1C(O)C3O (configuration not stated)	100	95	106	105	104	109	104	103	88
O=C(c1ccccc1)c1c(/C=C/c2ccccc2)nc2ccccc2c1/C=C/c1ccc(Cl)cc1	100	.	108	100	104	99	98	101	95
C[S+](C)CC(=O)c1ccccc1	104	107	91	96	102	95	99	114	103
Cc1ccc2c(c1)C(C)Cc1c(ncnc1-n1cnc3ccccc31)N2C (configuration not stated)	14	5.5*	-11*	43	17	4.6*	12	22	-10*
Cc1c(-c2ccccc2)n(O)c(-c2ccc(N(C)C)cc2)[n+]1[O-]	97	96	105	108	94	111	101	105	99
Cc1nc2ccccc2c(/C=C/c2cccs2)c1C(=O)c1ccccc1	87	65	101	96	93	75	74	89	88
OB(O)c1cccc(-c2nc3ccc4[nH]ncc4c3c3c2CCCC3)c1	36	25	42	45	77	48	38	30	-31*
C/C(=N/O)C(=O)NCCCCCCC(=O)Nc1ccccc1	99	100	119	103	101	98	96	102	91
CCCOc1cc(N)ccc1C(=O)OCCN(CC)CC	110	110	110	99	104	104	113	102	95
COc1cccc(Nc2nccc(Nc3ccc4[nH]ncc4c3)n2)c1	-44*	-87*	-88*	7.2*	-7.3*	-58*	-27*	-69*	30
S=c1[nH]c2ccc(Cl)cc2s1	103	91	101	95	96	104	108	96	85
CCOc1ccccc1NCN1C(=O)c2ccccc2C1=O	112	106	123	100	110	114	103	97	98
Cn1ccc2cc(Nc3ccccc3)ccc21	111	112	108	117	111	89	108	94	90
COc1ccc(/C=N/NC(=O)COc2ccc(-c3nc4ccccc4c(=O)[nH]3)cc2)cc1OC	104	93	106	111	102	96	105	.	78
NS(=O)(=O)c1ccc(-n2nc(-c3ccc(Cl)cc3)ccc2=O)cc1	70	100	113	110	102	104	85	93	86
O=C(NCc1ccc(Cl)cc1)C1CN(c2ccc(Cl)cc2)N(c2ccc(Cl)cc2)C1=O (configuration not stated)	94	80	.	90	101	81	90	84	93
CCCCC1=C(Br)C(=O)c2nc(C)ccc2C1=O	99	43	37	89	108	107	96	60	84
Cc1c(N2CN3C[C@H](C)N4CN(c5c(C)n(C)n(-c6ccccc6)c5=O)CN5C[C@@H](C)N(C2)C3C54)c(=O)n(-c2ccccc2)n1C (some centres not stated)	104	97	109	103	106	102	96	103	107
CCCS(=O)(=O)Nc1ccc(OCc2nnc(-c3ccccc3)o2)c(F)c1	102	96	109	104	109	111	106	110	84
COc1cc(NC(=O)CSc2nc3ccc(Cl)cc3c(=O)n2-c2ccc(F)cc2)cc(OC)c1OC	85	79	107	87	105	98	84	95	73
CCN(CC)S(=O)(=O)c1ccc(-c2nc(C(Cl)Cl)nc3cc(-c4ccccc4)nn23)cc1	84	71	102	97	100	90	76	77	122
c1ccc(CSc2nnc(-c3cccnc3)o2)cc1	110	94	.	95	108	103	103	104	92
CC(O)CN1CCCC1 (configuration not stated)	100	104	112	98	96	99	103	101	99
CS(=O)(=O)O	103	102	106	99	97	97	99	106	87
COc1ccc(/C=C2\SC(=S)N(NC(=O)Cc3ccccc3Nc3c(Cl)cccc3Cl)C2=O)cc1	106	102	113	100	109	109	100	99	89
CC(=C(C#N)C#N)c1ccc(F)cc1	103	100	.	105	103	116	100	102	92
CCOc1ccccc1/C=C/C(=O)c1sc(N)nc1C	93	83	136	100	123	89	73	116	115
COc1ccc(S(=O)(=O)NCCNc2cc(-c3cn(C(C)(C)C)nc3-c3ccccc3)ccn2)cc1	98	80	92	103	117	66	74	101	90

One compound at a time (already shown). Screens in order: KM12 | HCT-116 | COLO 205 | NCI-H322M | HCC-2998 | HT29 | HCT-15 | SW-620 | SNB-75
CCCS(=O)(=O)Nc1ccc(OCc2nnc(-c3ccccc3)o2)c(F)c1 is listed with 102 | 96 | 109 | 104 | 109 | 111 | 106 | 110 | 84
COc1ccc(/C=C2\SC(=S)N(NC(=O)Cc3ccccc3Nc3c(Cl)cccc3Cl)C2=O)cc1 is listed with 106 | 102 | 113 | 100 | 109 | 109 | 100 | 99 | 89
CCN(CC)S(=O)(=O)c1ccc(-c2nc(C(Cl)Cl)nc3cc(-c4ccccc4)nn23)cc1 is listed with 84 | 71 | 102 | 97 | 100 | 90 | 76 | 77 | 122

The results go on.
SMILES	KM12	HCT-116	COLO 205	NCI-H322M	HCC-2998	HT29	HCT-15	SW-620	SNB-75
COc1ccc(-c2cc(-c3cccnc3)nc(OCC(=O)c3ccc(Cl)cc3)c2C#N)cc1OC	99	86	101	102	100	102	112	104	96
c1ccc2[nH]c(SSc3nc4ncncc4[nH]3)nc2c1	15	21	.	73	18	30	27	36	45
O=C1C(N2CCN(c3ccccc3)CC2)=C(Cl)C(=O)c2ncccc21	92	-56*	65	95	98	106	20	-35*	84
CC(C)(C)c1cc(NCc2cccnc2)n(-c2ccccc2)n1	99	96	113	115	116	103	106	98	83

Quoted from the entries so far for reference:
SMILES	KM12	HCT-116	COLO 205	NCI-H322M	HCC-2998	HT29	HCT-15	SW-620	SNB-75
O=C(COc1ccc(Cl)cc1)Nc1ccc(-c2nc3ccccc3s2)c(Cl)c1	121	90	119	118	99	100	102	110	91
CCCCCCCCc1ccccc1	101	106	99	97	108	97	105	96	79
